Screens (PubChem)
OXTR agonist – human OXTR agonists, primary screen, fluorescence, CHO-OTR cells, Fluo-8 calcium; actives 0.32% (n = 320,000); Oxytocin receptor (Homo sapiens), P30559; Fluo-8 calcium fluorescence; normalized: DMSO 0%, oxytocin 100%; activation, % at 3 µM;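 active = activation above the mean of all tested compounds plus 3 SD, cutoff set per screening run, cut at about 20% in these data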;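 note: peak over basal fluorescence ratio from a 100 s FLIPR kinetic read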
Target sequence (P30559 whole entry, looked up): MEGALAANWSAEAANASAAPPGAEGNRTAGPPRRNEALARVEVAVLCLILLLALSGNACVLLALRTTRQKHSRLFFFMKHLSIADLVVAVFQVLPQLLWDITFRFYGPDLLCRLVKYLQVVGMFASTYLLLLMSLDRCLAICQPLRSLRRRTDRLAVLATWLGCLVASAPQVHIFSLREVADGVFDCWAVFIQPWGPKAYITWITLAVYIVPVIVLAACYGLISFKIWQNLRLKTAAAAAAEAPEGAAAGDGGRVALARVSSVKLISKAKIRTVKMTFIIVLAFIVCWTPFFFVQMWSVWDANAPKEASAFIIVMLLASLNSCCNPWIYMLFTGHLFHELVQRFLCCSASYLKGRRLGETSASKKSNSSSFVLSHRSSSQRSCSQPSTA
V1aR counter – agonists of human V1a receptor, primary screen, counter-screen for OXTR agonist project, fluorescence, CHO-V1R cells; activation, % at 3 µM; Fluo-8 calcium fluorescence, agonist mode; 0% DMSO, 100% 3 nM vasopressin; Vasopressin V1a receptor (Homo sapiens), P37288; actives 0.25% (n = 320,000); AID 2797, 2010;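 active = activation above the mean activation of all tested compounds plus 3 SD, per screening run, cut at about 20% in these data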;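 note: signal is peak over basal fluorescence ratio across a 100 second FLIPR read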
Target sequence (P37288 whole entry, looked up): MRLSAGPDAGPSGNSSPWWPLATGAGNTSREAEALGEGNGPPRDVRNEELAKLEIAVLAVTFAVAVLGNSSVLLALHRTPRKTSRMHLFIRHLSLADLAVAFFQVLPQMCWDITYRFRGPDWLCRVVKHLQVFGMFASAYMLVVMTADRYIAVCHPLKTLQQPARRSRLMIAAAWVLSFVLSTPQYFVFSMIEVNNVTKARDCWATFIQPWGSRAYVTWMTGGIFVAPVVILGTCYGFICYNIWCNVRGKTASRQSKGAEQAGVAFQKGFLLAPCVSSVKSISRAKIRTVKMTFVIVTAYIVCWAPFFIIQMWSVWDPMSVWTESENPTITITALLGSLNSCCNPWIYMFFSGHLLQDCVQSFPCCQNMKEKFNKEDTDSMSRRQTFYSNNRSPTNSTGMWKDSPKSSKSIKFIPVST
GalR3 antagonist – GalR3 antagonists in HEK293 cells, primary screen, cell-based, fluorescence readout; actives 0.44% (n = 360,000); inhibition, % at 3 µM; Galanin receptor type 3 (Homo sapiens), O60755; HEK293 GalR3-CNG cAMP membrane potential fluorescence; galR3 body fused to GalR1 C-terminus; AID 651719, 2012;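 active = inhibition above the screen-wide average plus 3 SD, cut at about 13% in these data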;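 note: forskolin and galanin both at EC90 stimulate the cells; cAMP rise reported by CNG channel membrane potential dye signal; 0% = forskolin plus galanin with DMSO and 100% = forskolin alone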
Target sequence (O60755 1-299 limits assumed): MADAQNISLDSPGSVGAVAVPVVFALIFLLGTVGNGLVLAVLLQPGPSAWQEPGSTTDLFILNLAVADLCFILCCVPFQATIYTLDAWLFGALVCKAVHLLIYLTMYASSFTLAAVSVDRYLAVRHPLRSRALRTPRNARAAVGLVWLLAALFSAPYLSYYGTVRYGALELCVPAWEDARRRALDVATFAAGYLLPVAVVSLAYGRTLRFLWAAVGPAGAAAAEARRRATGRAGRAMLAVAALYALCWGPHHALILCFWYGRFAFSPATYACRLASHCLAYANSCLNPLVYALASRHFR
The depositor's hits bear a star.

Preview:
no.	SMILES	GalR3 antagonist	OXTR agonist	V1aR counter
1	O=C(COC(=O)c1cc(S(=O)(=O)N2CCOCC2)ccc1Cl)NCc1ccco1	11	-1.0	-0.1
2	COc1cc(NC(=O)C[n+]2ccc(C(=O)c3ccccc3)cc2)cc(OC)c1	-4	0.2	1.9
3	CCC(=O)c1ccc(OCC(=O)Nc2nc(-c3cccnc3)cs2)cc1	2	-0.2	0.3
4	CCC(CO)Oc1cc(NC(=O)c2ccccc2N)c2ncn(C(C)C)c2c1 (stereo not drawn)	-5	-0.3	0.5
5	Cc1cc(Cl)ccc1OCCCC(=O)NNC(=O)c1ccccc1O	-7	8.0	8.6
6	O=C(Nc1ccccc1N1CCCCC1)c1cc(S(=O)(=O)N2CCOCC2)ccc1Cl	-7	-1.4	0.7

This part in full, previewed entries included:
no.	SMILES	GalR3 antagonist	OXTR agonist	V1aR counter
1	O=C(COC(=O)c1cc(S(=O)(=O)N2CCOCC2)ccc1Cl)NCc1ccco1	11	-1.0	-0.1
2	COc1cc(NC(=O)C[n+]2ccc(C(=O)c3ccccc3)cc2)cc(OC)c1	-4	0.2	1.9
3	CCC(=O)c1ccc(OCC(=O)Nc2nc(-c3cccnc3)cs2)cc1	2	-0.2	0.3
4	CCC(CO)Oc1cc(NC(=O)c2ccccc2N)c2ncn(C(C)C)c2c1 (stereo not drawn)	-5	-0.3	0.5
5	Cc1cc(Cl)ccc1OCCCC(=O)NNC(=O)c1ccccc1O	-7	8.0	8.6
6	O=C(Nc1ccccc1N1CCCCC1)c1cc(S(=O)(=O)N2CCOCC2)ccc1Cl	-7	-1.4	0.7
7	Cc1ccc(NC(=O)CNC(=O)c2cccc(C)c2)nc1	-5	-0.3	-0.5
8	C[C@H](NC(=O)c1ccc(C(C)(C)C)cc1)C(=O)N1CCOCC1	3	2.0	2.4
9	CC[C@]12c3[nH]c4ccccc4c3CCN1C(=O)C(CC(=O)NCCC1=CCCCC1)C[C@@H]2C(=O)N1CCN(C(=O)C2CC2)CC1 (stereo partly drawn)	-6	-1.8	-1.3
10	Cc1cccc(NS(=O)(=O)c2cccc(C(=O)NCc3ccccc3CN3CCOCC3)c2)c1	-6	6.4	5.3
11	N#Cc1ccc(C(=O)NNC(=O)c2cccc(S(=O)(=O)N3CCOCC3)c2)cc1	-8	0.9	0.8
12	Cc1cc(C)nc(SCC(=O)NC(=O)c2ccccc2O)n1	1	-0.6	-0.1
13	CC(C(=O)Nc1ccc(N2CCOCC2)cc1)N1C(=O)NC(C)(C)C1=O (stereo not drawn)	-3	0.0	0.3
14	O=[N+]([O-])c1ccc(Cl)c(S(=O)(=O)Nc2ccc(-c3ccc(N4CCOCC4)nn3)cc2)c1	-3	1.2	1.5
15	CCCCn1c(N)c(N(C)C(=O)c2cn(-c3ccccc3)nc2-c2ccccc2)c(=O)[nH]c1=O	-4	-0.2	0.8
16	CCN(CC(=O)Nc1cc(Cl)ccc1C)C(=O)C1CC(=O)N(Cc2ccccc2)C1 (stereo not drawn)	-4	-0.7	0.0
17	CCCCN(C(C)=O)c1ccc(S(=O)(=O)NC2=NCCCCC2)cc1NC(C)=O	-2	1.6	1.4
18	CC(=O)C[C@@H](O)CC(=O)[C@@H]1OC(=O)CCCCCc2ccccc21	-6	2.3	0.6
19	Cc1cccc(C)c1NC(=O)CN(C)CC(=O)Nc1sc2c(c1C(N)=O)CCC2	-4	-2.3	2.2
20	CN1C(=O)C(=O)N(c2cccc(C(F)(F)F)c2)C1=O	-3	0.9	-0.3

The results go on:
no.	SMILES	GalR3 antagonist	OXTR agonist	V1aR counter
21	CCC(C)(C)C1CCc2[nH]nc(C(=O)NCC3CC3)c2C1 (stereo not drawn)	-4	-2.7	-1.9
22	COc1cccc(NC(=O)CN2C(=O)C(=O)N(C3CCCC3)C2=O)c1	-6	1.5	0.9
23	CCOc1c(Cl)cc(/C=C/C(=O)N(CC)CC(=O)Nc2ccc(NC(C)=O)cc2)cc1OC	2	0.6	0.7
24	O=C(CCCOc1ccccc1)N1CCN(S(=O)(=O)c2ccc(Cl)cc2)CC1	0	-0.5	-0.4
25	NC(=O)C1CCN(C(=O)CNC(=O)c2ccc(F)cc2)CC1	-4	0.9	1.1
26	O=C(OCC(=O)N1CCCc2ccccc21)c1ccccc1OC(F)F	1	-0.9	1.3
27	CCOC(=O)C1=C(CC)Nc2ccccc2N/C1=N\S(=O)(=O)c1ccccc1F	-2	-1.7	-0.6
28	CC(C(=O)NC1(C#N)CCCCC1)N(C)CC(=O)Nc1ccc(Cl)c(Cl)c1 (stereo not drawn)	-9	13	14
29	COc1ccc(Cl)cc1NC(=O)CN(C)C(=O)Cn1cnc2c1c(=O)n(C)c(=O)n2C	-2	0.4	-0.3
30	CC(Sc1nnnn1C)C(=O)Nc1ncc(Cl)cc1Cl (stereo not drawn)	-7	1.0	0.0
31	COc1ccc(Cl)cc1NC(=O)CN(C)C(=O)c1cc(-c2ccncc2)nc2ccccc12	-7	-1.1	1.7
32	CCOC(=O)[C@@H]1[C@H]2COc3cc(OC)ccc3[C@H]2N2C(=O)N(c3ccc(Cl)cc3)C(=O)[C@]12C	-3	0.4	0.8
33	OCCN1c2ccccc2CCc2ccccc21	-4	-2.6	0.2
34	CN(C)c1ccsc1C(=O)NNS(=O)(=O)c1ccc(Cl)cc1	-3	-0.3	1.9
35	CC(=O)c1cccc(NC(=O)C(C)OC(=O)CCn2c(C)csc2=O)c1 (stereo not drawn)	-4	0.6	0.0
36	Cc1ccc(N2CC(C(=O)OCc3nc(N)nc(Nc4ccccc4C)n3)CC2=O)cc1 (stereo not drawn)	-3	-0.8	3.1
37	CCOC(=O)c1sc2nc(C)nc(SC(C)C(=O)NC3CC3)c2c1C (stereo not drawn)	-2	0.1	0.4
38	COc1ccc(C2=CCC3CCCCN3C2)cc1OC (stereo not drawn)	-4	1.1	-0.2
39	Cc1ccc(C)c(S(=O)(=O)N2CCN(C(=O)Cc3ccccc3)CC2)c1	-2	-0.7	-0.5
40	CC(=O)N1CCN(CC(=O)Nc2cc(S(=O)(=O)N3CCCCC3)ccc2C)CC1	-5	0.7	0.2

Later entries.
no.	SMILES	GalR3 antagonist	OXTR agonist	V1aR counter
41	CCN(CC(=O)NCc1ccc(Cl)cc1)C(=O)COc1cccc(Cl)c1	-3	-0.5	0.3
42	O=C1NC[C@H](CC2CCCCC2)N(CCc2cccc(F)c2)C1=O	-1	-0.6	1.0
43	CCOC(=O)C1=C(COC(=O)/C=C/c2ccc(C)o2)NC(=O)NC1C (stereo not drawn)	-4	1.3	2.6
44	Cc1ccc(SCC(=O)OCC(=O)NC2CCCCCCC2)cc1	-4	-2.9	-1.3
45	CCOc1ccc(OCCC(=O)OCC(=O)NC2CCCC2)cc1	-6	2.5	2.2
46	Cc1ccc(S(=O)(=O)N2CCC(C(=O)OC(C)C(=O)NC3CCCCC3C)CC2)cc1 (stereo not drawn)	-1	0.0	1.6
47	COc1cc(OC)cc(-c2c(-c3cccs3)c3cc(Br)ccc3n2C)c1	-9	0.1	-0.3
48	COc1nc(N)nc(NC(=O)c2cccs2)c1N=O	2	0.3	0.1
49	N#Cc1ccc(CN2CCN(C(=O)c3cc(C4CC4)nn3-c3ccccc3)CC2)cc1	-3	-1.0	1.0
50	CC12CCC(=O)N1C(C(=O)Nc1nnc(SCc3ccccc3)s1)CS2 (stereo not drawn)	-4	1.2	1.7
51	CC1CC(=O)Nc2ccccc2N1C(=O)COc1ccc2ccccc2c1 (stereo not drawn)	-5	-0.7	-1.3
52	COCCn1c(SCC(=O)Nc2cccnc2Cl)nc2cc(Cl)ccc2c1=O	-6	0.2	0.4
53	O=C(COC(=O)Cn1nnc(-c2ccccc2)n1)Nc1ccccc1Br	-4	1.0	0.6
54	C#CCOCCOCCOCCNc1nc(N2CCN(C(=O)[C@H](CCC(=O)O)n3cc(CN)nn3)CC2)nc(N2CCN(C(=O)[C@H](CCCCN)n3cc([C@@H](N)CC(N)=O)nn3)CC2)n1	-2	2.5	1.3
55	O=C1CCc2cc(S(=O)(=O)Nc3ccccc3)ccc2N1	-2	0.7	0.0
56	CCOC(=O)[C@H]1[C@H]2COc3ccc(Br)cc3[C@@H]2N2C(=O)c3ccc(F)cc3NC(=O)[C@@]12C	-8	-1.1	-0.4
57	O=C(C[C@H]1C/C=C\C[C@@H](Cc2ccc(F)cc2)C(=O)O[C@H](c2ccccc2)CNC1=O)NCCO	-5	1.8	1.0
58	CS(=O)(=O)c1cccc(-c2nnc(NC(=O)c3ccc4ncsc4c3)o2)c1	-2	1.3	-0.7
59	CSCCC(NC(=O)c1ccco1)C(=O)N(C)CC(=O)Nc1c(Cl)cccc1Cl (stereo not drawn)	-2	-1.4	-0.5
60	CCOC(=O)C1CCN(C(=O)c2cccc(S(=O)(=O)N(C)C3CCCCC3)c2)CC1	-1	-1.2	2.2

Continuation:
no.	SMILES	GalR3 antagonist	OXTR agonist	V1aR counter
61	O=C(COC(=O)c1cc(=O)[nH]c2ccccc12)NCc1ccccc1	-3	1.8	-0.1
62	CCOC(=O)c1c(C)[nH]c(NC(=O)NNC(=O)c2ccc(OC)cc2)c1C	-4	0.2	0.4
63	COc1cccc(/C=C/C(=O)NNC(=O)c2ccncc2)c1OC	-4	0.5	0.8
64	CC(C)(C)[C@H]1COC(=O)CCC/C=C/C[C@H](CC(=O)NCCO)C(=O)N1	-5	0.7	1.0
65	Cc1cc(Cl)ccc1OCC(=O)NNC(=O)CCOc1ccccc1	-5	2.0	1.3
66	Cc1ccccc1S(=O)(=O)Nc1ncnc2sccc12	-5	1.1	-0.1
67	CN(C)S(=O)(=O)c1ccc(N2CCCC2)c(C(=O)N2CCC(C(N)=O)CC2)c1	-5	0.6	0.0
68	Cc1nc(SC(C)C(=O)NCC2CCCO2)c2cc(-c3ccccc3)sc2n1 (stereo not drawn)	-6	-0.5	-0.2
69	NC(=O)c1ccc(NC(=O)COC(=O)CC2CC3CCC2C3)cc1 (stereo not drawn)	-6	1.8	2.0
70	Cc1ccc(NC(=O)Cn2ncc(Cl)c(Cl)c2=O)cc1S(=O)(=O)N1CCCCC1	-3	-1.2	0.1
71	CCN(CC(=O)NCc1cccs1)C(=O)c1cc(=O)[nH]c2ccccc12	4	0.8	0.3
72	O=C(c1ccc(-c2ccc([N+](=O)[O-])cc2)o1)N1CCCC(C(F)(F)F)C1 (stereo not drawn)	-2	-1.3	-1.1
73	CCOC(=O)c1[nH]c(C)c(C(=O)OCC(=O)NC(C)c2ccc(F)cc2)c1C (stereo not drawn)	-6	1.0	1.0
74	Cc1cccnc1NC(=O)c1ccc(S(=O)(=O)NCc2ccco2)cc1	-3	1.8	1.5
75	CN(Cc1ccc(OC(F)F)cc1)C(=O)c1ccc(S(=O)(=O)N(C)c2ccccc2)cc1	-3	5.3	4.8
76	Nc1ccc(-c2cc3ccccc3c(=O)o2)cc1	-3	0.8	0.1
77	O=C(NCc1nnnn1-c1ccc(F)c(F)c1)c1ccc2ccccc2c1	-4	1.4	2.6
78	Cc1ccc(C(=O)OCC(=O)NNC(=O)c2cccs2)c(O)c1	-1	0.5	-0.7
79	O=C1OC(CCl)CN1Cc1ccc([N+](=O)[O-])cc1 (stereo not drawn)	-6	0.3	0.3
80	CC(C)(CNS(=O)(=O)c1cccs1)N1CCOCC1	-4	2.0	3.4

Next section.
no.	SMILES	GalR3 antagonist	OXTR agonist	V1aR counter
81	CCN(c1ccccc1)S(=O)(=O)c1ccc(OC)c(NC(=O)CCc2nc3ccccc3c(=O)[nH]2)c1	-3	-1.9	0.1
82	CC(C)CC1(C)NC(=O)N(CC(=O)Nc2ccccc2Br)C1=O (stereo not drawn)	-6	0.8	1.0
83	O=C(CSc1nnc(-c2ccccc2)o1)NC1CCCC1	7	-0.7	-0.7
84	CCOc1ccc(C(c2c(O)nc(SC)[nH]c2=O)c2c(O)nc(SC)[nH]c2=O)cc1	-3	0.6	1.1
85	CC(C)(C)OC(=O)C[C@@H]1C/C=C\C[C@@H](CC(=O)N(CCO)Cc2ccccc2)C(=O)N[C@H](Cc2c[nH]c3ccccc23)COC1=O	-3	-1.5	0.2
86	Cc1ccc(S(=O)(=O)N2CCC[C@H]2C(=O)OCC(=O)Nc2ccc3c(c2)OCO3)cc1	-9	2.4	1.8
87	CCN1C(=O)[C@@H]2[C@H](C1=O)[C@@H]1C(=O)Nc3ccccc3C(=O)N1[C@@H]2c1ccccc1	-5	-0.2	-0.9
88	Cn1cccc1C(=O)OCC(=O)N1CCN(c2ccccc2)CC1	2	1.1	1.8
89	CCCN(CC(=O)Nc1ccccc1C)C(=O)c1ccc2[nH]c3c(c2c1)CC(C)CC3 (stereo not drawn)	-3	1.0	4.9
90	Cn1c(N)c(C(=O)COC(=O)c2cc3ccccc3cc2O)c(=O)n(C)c1=O	3	1.9	4.4
91	O=C(NCC(c1ccco1)N1CCCC1)c1ccc(S(=O)(=O)Nc2ccccc2F)cc1 (stereo not drawn)	-5	1.2	1.6
92	Cc1ccc(-c2nc(CCNC(=O)c3ccco3)cs2)cc1	-5	-0.7	2.9

In the list so far, these contain a CF3 group:
no.	SMILES	GalR3 antagonist	OXTR agonist	V1aR counter
20	CN1C(=O)C(=O)N(c2cccc(C(F)(F)F)c2)C1=O	-3	0.9	-0.3
72	O=C(c1ccc(-c2ccc([N+](=O)[O-])cc2)o1)N1CCCC(C(F)(F)F)C1 (stereo not drawn)	-2	-1.3	-1.1

The list is partial; the hit share may differ from the screen's.
